PAFAH2 FP inh – PAFAH2 enzyme inhibitors, primary screen, biochemical, fluorescence polarization, human; inhibition, % at 3.39 µM; Platelet-activating factor acetylhydrolase 2, cytoplasmic (Homo sapiens), Q99487; recombinant PAFAH2, FP-rhodamine activity probe; actives 0.99% (n = 340,000);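 active = inhibition above the mean over all tested compounds plus 3 SD, cut at about 30% in these data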;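 also: inhibitors block probe labeling of enzyme so polarization drops; 0% = enzyme with DMSO and 100% = wells lacking PAFAH2 protein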
PREPL inh – PREPL enzyme inhibitors, primary screen, biochemical, fluorescence polarization. actives 0.68% (n = 320,000). recombinant PREPL, fluorescence polarization activity-based probe. inhibition, % at 5.96 µM. Prolyl endopeptidase-like (Homo sapiens), Q4J6C6; in the data active = inhibition above about 43%;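 also: 0% = enzyme with DMSO and 100% = wells lacking enzyme; many of its hits are not listed in these tables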
LYPLA2 inh – LYPLA2 inhibitors, primary screen, counter-screen for PME1 inhibitor project, biochemical, fluorescence polarization, FP-Rh probe ABPP; Acyl-protein thioesterase 2 (Homo sapiens), O95372; recombinant LYPLA2; inhibition, % at 5.9 µM; actives 0.38% (n = 320,000);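 active = inhibition above the screen-wide mean plus 3 SD, limit set per campaign, cut at about 26% in these data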;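 also: 0% = LYPLA2 with DMSO and 100% = wells lacking LYPLA2 enzyme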
Target sequence (O95372 whole entry, looked up): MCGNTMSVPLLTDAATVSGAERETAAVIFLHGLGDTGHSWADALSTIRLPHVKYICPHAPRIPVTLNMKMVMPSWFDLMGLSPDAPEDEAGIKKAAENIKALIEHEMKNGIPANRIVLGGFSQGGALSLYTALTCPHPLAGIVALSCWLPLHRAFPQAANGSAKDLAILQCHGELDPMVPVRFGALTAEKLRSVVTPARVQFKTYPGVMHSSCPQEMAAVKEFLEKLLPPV
PAFAH1B3 FP inh – PAFAH1B3 enzyme inhibitors, primary screen, biochemical, fluorescence polarization, human; Platelet-activating factor acetylhydrolase IB subunit alpha1 (Homo sapiens), Q15102; AID 492972, 2010; actives 0.28% (n = 340,000); inhibition, % at 3.39 µM; recombinant PAFAH1B3, FP-rhodamine probe;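 active = inhibition above the screen-wide average of all tested compounds plus 3 SD, cut at about 25% in these data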;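 also: 0% = enzyme with DMSO only and 100% = wells lacking PAFAH1B3 protein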
LYPLA1 counter – LYPLA1 inhibitors, primary screen, counter-screen for PME1 inhibitor project, biochemical, fluorescence polarization, FP-Rh probe ABPP; Acyl-protein thioesterase 1 (Homo sapiens), O75608; recombinant LYPLA1; inhibition, % at 5.9 µM; actives 0.16% (n = 320,000); AID 2174, 2009;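 active = inhibition above the mean of all tested compounds plus 3 SD, set per campaign, cut at about 14% in these data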;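 also: inhibitors block serine hydrolase probe labeling of LYPLA1 so polarization falls; 0% = enzyme with DMSO and 100% = wells lacking LYPLA1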
Target sequence (O75608 whole entry, looked up): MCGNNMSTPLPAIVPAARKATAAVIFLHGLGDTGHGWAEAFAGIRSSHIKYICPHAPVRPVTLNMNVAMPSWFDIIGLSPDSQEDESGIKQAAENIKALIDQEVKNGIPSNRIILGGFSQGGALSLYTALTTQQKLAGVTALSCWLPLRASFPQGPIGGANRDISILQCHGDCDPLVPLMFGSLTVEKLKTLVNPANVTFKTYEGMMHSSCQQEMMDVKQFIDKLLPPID
EBNA-1 inhibitor – EBNA-1 DNA-binding inhibitors, primary screen, biochemical, fluorescence polarization; inhibition, % at 14.8 µM; actives 0.34% (n = 300,000); AID 1950, 2009; in the data active = inhibition above about 28%
GSTO1 counter – inhibitors of recombinant GSTO1, primary screen, counter-screen for RBBP9 inhibitor project, biochemical, fluorescence polarization | activity-based probe fluorescence polarization | inhibition, % at 5.96 µM | actives 1.1% (n = 300,000) | Glutathione S-transferase omega-1 (Homo sapiens), P78417;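 active = inhibition above the campaign mean inhibition plus 3 SD, cut at about 35% in these data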;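 also: 0% = GSTO1-1 with DMSO and 100% = wells lacking GSTO1-1 enzyme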
Target sequence (P78417 whole entry, looked up): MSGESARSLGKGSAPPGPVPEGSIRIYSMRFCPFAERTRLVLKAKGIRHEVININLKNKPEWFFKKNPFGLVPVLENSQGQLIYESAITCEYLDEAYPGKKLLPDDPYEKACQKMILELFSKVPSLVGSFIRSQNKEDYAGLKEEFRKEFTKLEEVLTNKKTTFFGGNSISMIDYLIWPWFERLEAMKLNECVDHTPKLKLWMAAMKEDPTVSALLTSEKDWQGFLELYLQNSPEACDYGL
ZTA DNA inh – counter-screen for EBNA-1 inhibitors: inhibitors of Epstein-Barr virus ZTA; P03206; ZTA-DNA binding, fluorescence polarization; inhibition, % at 11 µM; actives 0.15% (n = 320,000); AID 2234; in the data active = inhibition above about 33%
Target sequence (P03206 whole entry, looked up): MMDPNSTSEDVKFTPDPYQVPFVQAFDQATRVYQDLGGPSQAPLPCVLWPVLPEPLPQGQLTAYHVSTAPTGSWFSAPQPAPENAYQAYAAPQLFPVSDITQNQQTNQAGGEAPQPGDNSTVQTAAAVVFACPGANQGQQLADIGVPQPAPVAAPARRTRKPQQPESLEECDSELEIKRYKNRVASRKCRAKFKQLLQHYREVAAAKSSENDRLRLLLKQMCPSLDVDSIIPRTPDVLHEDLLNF
PAD4 inh – human PAD4 inhibitors, primary screen, biochemical, fluorescence polarization, 1536-well format. Protein-arginine deiminase type-4 (Homo sapiens), Q9UM07. recombinant PAD4, RCA probe fluorescence polarization. inhibition, % at 6.36 µM. actives 0.41% (n = 330,000);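 active = percent inhibition above a cutoff equal to the mean of all tested compounds plus 3 SD, cut at about 15% in these data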;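 also: 0% = PAD4 with RCA probe and DMSO and 100% = probe without PAD4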
The depositor's hits bear a star; nt = no result given.

SMILES	PAFAH2 FP inh	PREPL inh	LYPLA2 inh	PAFAH1B3 FP inh	LYPLA1 counter	EBNA-1 inhibitor	GSTO1 counter	ZTA DNA inh	PAD4 inh
CSc1cccc(N=C2C(=O)Nc3ccccc32)c1	-5	-5	4	-2	0	6	2	4	3
O=C(NCC1CCCO1)C1CCCN1C(=O)Nc1ccccc1[N+](=O)[O-] (stereo not drawn)	-4	-3	1	9	-2	-3	4	0	2
Cc1ccc(/C=C/S(=O)(=O)N2CCC(C(=O)O)CC2)cc1	4	16	4	-2	-2	1	-4	5	-1
Cc1nc(C)c2c(c1C(F)(F)F)-c1ccccc1C2(F)F	-2	10	3	6	0	-7	-2	-26	-4
CCCN(C(=O)CSCC(=O)Nc1cccc(C)c1)c1c(N)n(Cc2ccccc2)c(=O)[nH]c1=O	-5	1	6	-3	1	6	0	-8	-3
Cc1ccc(S(=O)(=O)N(C)C)cc1NC(=O)c1cccnc1Oc1ccccc1	nt	-3	4	nt	-1	1	1	-7	-4
CC(=O)C[C@H](O)CC(=O)[C@@H]1OC(=O)[C@H](C)C/C=C\Cc2ccccc21	2	9	nt	4	nt	nt	nt	nt	-3
CC(C)OC(=O)c1ccc(NC(=O)c2cccc(-n3cnnn3)c2)cc1	6	15	-6	2	-6	nt	nt	-12	3
O=C(NC(=S)NCc1ccccc1)c1ccc(Br)cc1	nt	-13	-10	nt	-5	0	7	-14	5
NNC(=O)[C@H](Cc1ccccc1)NC(=O)Nc1ccc2c(c1)OCCO2	5	2	1	8	-3	0	15	-5	11
Cn1c(=O)oc2cc(S(=O)(=O)NCCC(=O)NC3CCCC3)ccc21	2	-2	0	1	-2	-2	4	8	2
Cc1ccc(OCCNC(=O)c2ccc(C)cc2)cc1	2	2	0	14	0	-5	9	-14	4
Cc1cc(=O)[nH]c2c3ccccc3nn12	2	6	-3	10	-5	2	2	1	1
Cc1ccc(/C=N\Nc2cn[nH]c(=O)c2Cl)cc1	-1	-52	-4	2	-2	2	6	-15	-3
Cc1cc(C)n(C(=O)CCCCCC(=O)n2nc(C)cc2C)n1	-4	4	5	4	0	-4	0	-4	3
Cc1c(C(=O)NN2CCN(C)CC2)cccc1[N+](=O)[O-]	1	12	0	1	-2	8	0	-16	-4
COCC(C)NC(=O)c1ccc(N(C)C)cc1 (stereo not drawn)	3	-1	8	6	0	2	-3	2	2
CN1C(=O)c2ccccc2OC1(C)Cc1ccccc1 (stereo not drawn)	2	15	-3	2	1	3	-1	10	-4
Cc1ccc(C)c(S(=O)(=O)NC(C)C(=O)NCc2ccccn2)c1 (stereo not drawn)	1	15	-3	9	-3	8	7	8	-1
CC(C)(C)c1cc(CCC(=O)Nc2ccncc2)cc(C(C)(C)C)c1O	-1	4	-3	6	-3	4	0	2	-2
CN(C)S(=O)(=O)Oc1ccsc1C(=O)Nc1ccc(Cl)c(Cl)c1	-1	3	-6	4	-9	-13	-13	-21	-6
Cc1ccc(CN(C(=O)c2c(F)cccc2F)C2CC(C)(C)NC(C)(C)C2)o1	-2	10	8	1	5	-7	0	-11	-2
Cc1ccc2cccc(OC(=O)/C=C\c3ccccc3)c2n1	6	12	-3	5	3	-1	11	11	-3
COCCNC(=O)c1ccc2c(=O)n(Cc3ccco3)c(SCC(=O)NC3CCCC3)nc2c1	4	6	2	5	1	-3	-5	-19	0

Copied from above (2 entries):
SMILES	PAFAH2 FP inh	PREPL inh	LYPLA2 inh	PAFAH1B3 FP inh	LYPLA1 counter	EBNA-1 inhibitor	GSTO1 counter	ZTA DNA inh	PAD4 inh
Cc1ccc2cccc(OC(=O)/C=C\c3ccccc3)c2n1	6	12	-3	5	3	-1	11	11	-3
COCCNC(=O)c1ccc2c(=O)n(Cc3ccco3)c(SCC(=O)NC3CCCC3)nc2c1	4	6	2	5	1	-3	-5	-19	0

Other compounds
SMILES	PAFAH2 FP inh	PREPL inh	LYPLA2 inh	PAFAH1B3 FP inh	LYPLA1 counter	EBNA-1 inhibitor	GSTO1 counter	ZTA DNA inh	PAD4 inh
Cc1ccc(S(N)(=O)=O)cc1NC(=O)C(c1ccccc1)c1ccccc1	3	-2	0	17	-3	1	-2	-14	0
COCCN(C(=O)COC(=O)CCC1CCCC1)c1c(N)n(Cc2ccccc2)c(=O)[nH]c1=O	-2	3	2	3	3	-10	-6	-3	0
O=C1CCCC/C1=C\Nc1ccc(S(=O)(=O)Nc2cnc3ccccc3n2)cc1	1	-2	-3	0	0	12	-1	29	0
CCOC(=O)C1CCN(C(=O)C(=O)c2cn(CC(=O)N3CCCCCC3)c3ccccc23)CC1	-3	-1	-7	-2	0	4	0	5	-4
CC(=O)N1CCN(Cc2nc3scc(-c4ccccc4)c3c(=O)[nH]2)CC1	-8	-3	0	1	1	-7	-2	-7	0
COc1ccc(CSc2nnc(C)n2N)cc1	5	-4	4	-1	1	-7	-1	-6	0
c1ccc(CSc2ncnc3c2cnn3Cc2ccccc2)cc1	-9	-9	-4	2	-3	11	0	-1	3
CCOC(=O)N1CCN(S(=O)(=O)N2CCCC(C(=O)NCCc3ccc(OCC)c(OCC)c3)C2)CC1 (stereo not drawn)	-5	15	13	5	0	-2	0	-3	1
CN1C(=O)SC(Nc2ccccc2C(=O)O)C1=O (stereo not drawn)	-4	10	4	5	2	4	1	14	0
COc1cc(C(=O)Nc2nnc(SCC(=O)NCC3CCCO3)s2)cc(OC)c1OC (stereo not drawn)	-8	-1	4	1	-1	9	-5	4	-1
Cc1ccc2oc(=O)n(CCCOc3ccccc3)c2c1	-10	-11	-5	20	-5	-9	-2	3	0
COc1ccc(C(=O)COC(=O)c2cc(C)no2)c(OC)c1	4	16	-3	2	2	nt	nt	-4	-7
CCOc1ccccc1CSc1nc2ccccc2[nH]1	-2	-6	0	2	1	-8	-8	-8	-7
c1ccc2nc(-c3nccs3)ccc2c1	0	-4	-5	-2	1	4	8	12	3
Cc1cccc(Cn2c(N3CCN(C)CC3)nc3c2c(=O)[nH]c(=O)n3C)c1	-3	3	1	15	-1	-3	4	-7	-2
C/C(CC(=O)Nc1ccc(N(C)C)cc1)=N\NC(=O)C(=O)NCc1ccccc1	46*	0	6	-3	1	4	10	8	-3
O=C(CCSc1ccc(Cl)cc1)NC1CCCCC1	9	6	7	7	1	-4	1	20	2
OCC1(Cc2ccccc2C(F)(F)F)CCN(Cc2ccncc2)CC1	5	-8	-2	-4	1	-8	3	13	-5
COc1cc(CN2CCNC(=O)C2CC(=O)NC2CCCC2)cc(OC)c1 (stereo not drawn)	4	6	2	3	0	-20	-2	-26	0
CC(C)NC(=O)N1c2ccccc2Sc2ccccc21	-4	0	9	7	-3	4	-5	0	2
Cc1scc(C(=O)NNC(=O)CCC(=O)O)c1C	-2	-2	-1	4	11	-9	4	-3	-3
COc1cccc(CNC(C)C(=O)Nc2ccc(S(=O)(=O)N3CCCC3)cc2)c1 (stereo not drawn)	2	21	nt	0	nt	nt	nt	nt	-4
CC1=NOC(=O)/C1=C/c1ccc(O)c(Br)c1	1	-7	4	8	3	1	13	-24	3
COC(=O)c1ccccc1NC(=O)CSc1ncn[nH]1	0	0	12	7	3	4	10	3	0
COc1ccc(CCNC2CC(=O)N(CCc3ccccc3)C2=O)cc1OC (stereo not drawn)	7	13	1	-5	-1	-4	13	-3	-1
CC(C1CC1)N(Cc1ccccc1)C(=S)Nc1cccc(C(F)(F)F)c1 (stereo not drawn)	-2	-1	-5	6	-6	13	-8	3	0
O=C(Cc1cccs1)NCCN1CCOCC1	-10	0	-4	0	-2	-1	5	6	-5
Cc1[nH]c2ccccc2c1Cc1n[nH]c(=S)n1C	0	12	1	6	-1	0	-4	5	-1
O=C(COc1ccc2ccccc2c1)Nc1ccc(Cc2ccncc2)cc1	-1	-43	6	1	1	-3	0	-12	0
O=C(NCc1cccnc1)C1CCN(S(=O)(=O)c2cc(Cl)ccc2Cl)CC1	-1	12	-1	5	-2	-14	6	4	2
CCCC[C@@H]1CNC(=S)N1CCc1cccc(F)c1	-2	3	2	9	1	-4	0	-10	-3
COc1cc(/C=N/Nc2nc3ccccc3[nH]2)ccc1O	-2	23	4	4	2	3	2	-23	-1
Cc1nnc(SCC(=O)N(C)c2ccccc2)n1Cc1ccccc1	-2	-1	-9	-4	1	3	4	3	3
Cc1ccc(S(=O)(=O)Cc2ccc(C(=O)N3CCN(c4cccc(C)c4C)CC3)o2)cc1	9	16	2	-1	0	5	0	8	-4
O=C(NCc1ccccc1)C(c1cccnc1)N(Cc1ccco1)C(=O)c1ccccn1 (stereo not drawn)	-7	1	5	6	0	-11	4	0	-1
CC(C)(C)c1ccccc1NC(=S)NC1CCCCC1	3	0	-5	-6	-2	5	5	7	-3
CCCn1c(SCC(=O)NCc2ccccc2)nnc1-c1ccncc1	-6	1	4	6	-2	-5	0	-15	-4
CN(CC(=O)Nc1ccc(Cl)cc1)C(=O)Cc1c(F)cccc1Cl	0	4	9	2	4	5	4	13	-4
CC(C)(C)NC(=O)/C(=C/c1cccnc1)NC(=O)c1ccco1	nt	18	4	nt	-1	1	6	-2	1
Cc1ccc(S(=O)(=O)NCc2ccc(/C=C(/C#N)C(=O)NCc3ccccc3)o2)cc1	-4	-9	-3	2	-6	-11	2	0	-2

Filtered by structure, the entries above with a halogen.
SMILES	PAFAH2 FP inh	PREPL inh	LYPLA2 inh	PAFAH1B3 FP inh	LYPLA1 counter	EBNA-1 inhibitor	GSTO1 counter	ZTA DNA inh	PAD4 inh
Cc1nc(C)c2c(c1C(F)(F)F)-c1ccccc1C2(F)F	-2	10	3	6	0	-7	-2	-26	-4
O=C(NC(=S)NCc1ccccc1)c1ccc(Br)cc1	nt	-13	-10	nt	-5	0	7	-14	5
Cc1ccc(/C=N\Nc2cn[nH]c(=O)c2Cl)cc1	-1	-52	-4	2	-2	2	6	-15	-3
CN(C)S(=O)(=O)Oc1ccsc1C(=O)Nc1ccc(Cl)c(Cl)c1	-1	3	-6	4	-9	-13	-13	-21	-6
Cc1ccc(CN(C(=O)c2c(F)cccc2F)C2CC(C)(C)NC(C)(C)C2)o1	-2	10	8	1	5	-7	0	-11	-2
O=C(CCSc1ccc(Cl)cc1)NC1CCCCC1	9	6	7	7	1	-4	1	20	2
OCC1(Cc2ccccc2C(F)(F)F)CCN(Cc2ccncc2)CC1	5	-8	-2	-4	1	-8	3	13	-5
CC1=NOC(=O)/C1=C/c1ccc(O)c(Br)c1	1	-7	4	8	3	1	13	-24	3
CC(C1CC1)N(Cc1ccccc1)C(=S)Nc1cccc(C(F)(F)F)c1 (stereo not drawn)	-2	-1	-5	6	-6	13	-8	3	0
O=C(NCc1cccnc1)C1CCN(S(=O)(=O)c2cc(Cl)ccc2Cl)CC1	-1	12	-1	5	-2	-14	6	4	2
CCCC[C@@H]1CNC(=S)N1CCc1cccc(F)c1	-2	3	2	9	1	-4	0	-10	-3
CN(CC(=O)Nc1ccc(Cl)cc1)C(=O)Cc1c(F)cccc1Cl	0	4	9	2	4	5	4	13	-4

The list is partial; count on the stated rates, not on these rows.
